Mm-Cpn inhibitor = blocks the Methanococcus maripaludis chaperonin Mm-Cpn. purified Mm-Cpn ATPase, ADP Transcreener TR-FRET. Potency, µM (top dose mostly 76.9 µM), for inactives: at the highest dose activity, negative = inhibition, actives largely listed as inhibitors. 330,000 compounds, 0.031% hits. AID 504842; further: potency means the concentration at half of the fitted maximal effect; on the % scale 0 is the no-effect control and ±100 the full control effect; nearly all actives have a fitted effect of over 80% in size
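Purified archaeal chaperonin (25 nM final) was preincubated with compound for 10 min at 37°C, then ATP (10 uM final) was added for 30 min at 37°C in Tris pH 7.4/KCl/MgCl2/DTT buffer. ADP was quantified by HTRF Transcreener TR-FRET.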
WRN inhibitor = WRN helicase (human) inhibition. WRN helicase unwinding, fluorescent forked duplex, kinetic. Q14191. 360,000 compounds, 0.46% hits. Potency, µM (top dose mostly 114 µM), inactives show at the highest dose activity change, negative = inhibition, usual class: inhibitors; further: potency means the concentration at half of the fitted maximal effect; on the % scale 0 is the no-effect control and ±100 the full control effect; nearly all actives have a fitted effect of over 55% in size
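Kinetic red-fluorescence monitoring (525/598 nm) tracks WRN helicase activity after 100 nM fluorophore-quencher forked duplex and 2 mM ATP are added to 20 nM enzyme pretreated 15 min at room temperature with compound.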
EPAC1 antag = EPAC1 (human) antagonism. 360,000 compounds, 0.14% hits. EPAC1 GEF assay, Rap1b-BODIPY-GDP exchange fluorescence. O95398. AID 720709. Potency, µM (series often up to 115 µM), for the others: at the highest dose activity change, negative = inhibition, hits mostly inhibitors;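 further: potency means the concentration at half of the fitted maximal effect; plate controls were vehicle for no effect and positive control for full effect; nearly all actives have a fitted effect of over 50% in size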
EPAC1 agonist = activates human EPAC1 exchange factor; O95398; EPAC1 agonist qHTS, biochemical assay; response scale: 100% = response to 6.5 mM cAMP; Potency, µM (series often up to 154 µM), without a hit: at the highest dose activation, most hits filed as activators; 360,000 compounds, 0.073% hits; AID 720707; further: potency means the concentration at half of the fitted maximal effect; nearly all actives have a fitted effect of over 60% in size
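Fluorescent GDP-exchange assay: 100 nM EPAC1 with 250 nM Rap1B preloaded with BODIPY-GDP and 50 uM GDP; compounds tested as concentration series, 5 min at room temperature, then read every 5 min for 30 min (ex 480/em 540 nm); normalized to 6.5 mM cAMP.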
EPAC2 antag = antagonists of human EPAC2; Potency, µM (doses to about 114 µM), inactives show top-dose activity, negative = inhibition, most hits filed as inhibitors; Q8WZA2; EPAC2 GEF exchange of Rap1B-BODIPY-GDP, fluorescence; 360,000 compounds, 0.18% hits; further: potency means the concentration at half of the fitted maximal effect; on the % scale 0 is the no-effect control and ±100 the full control effect; nearly all actives have a fitted effect of over 45% in size; many of its hits are not listed in these tables
PI5P4K alpha inh = inhibitors of human PI5P4K alpha; PI5P4Kalpha enzyme, ADP-Glo luminescence, 60 min; hits give low values; max response, %; AID 652105; P48426; 330,000 compounds, 1.2% hits; active means max response of -50% or lower; inconclusive means between -30% and -50%; inactive means -30% or higher; further: value at the top dose of about 77 µM; on the % scale 0 is the no-effect control and ±100 the full control effect
Target sequence (P48426 whole entry, looked up): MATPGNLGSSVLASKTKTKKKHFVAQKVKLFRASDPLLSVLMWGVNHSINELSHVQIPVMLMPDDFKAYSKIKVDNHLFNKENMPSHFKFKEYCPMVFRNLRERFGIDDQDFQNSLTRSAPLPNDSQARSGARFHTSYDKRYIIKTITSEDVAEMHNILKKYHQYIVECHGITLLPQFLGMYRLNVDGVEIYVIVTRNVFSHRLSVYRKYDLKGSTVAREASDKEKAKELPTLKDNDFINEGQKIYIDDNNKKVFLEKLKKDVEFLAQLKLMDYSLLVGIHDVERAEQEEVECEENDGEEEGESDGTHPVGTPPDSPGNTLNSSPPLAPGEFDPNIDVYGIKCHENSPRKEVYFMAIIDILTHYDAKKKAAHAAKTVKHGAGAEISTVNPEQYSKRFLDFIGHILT
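ADP-Glo luminescence end-point read after a 60 min room-temperature kinase reaction of PI5P4Kalpha plus substrate, initiated with ATP at 5 microM final. Buffer: 0.038 M HEPES pH 7.4, EGTA, 0.1% CHAPS, 5% DMSO.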
CCT modulator = cytosolic chaperonin activity modulation; purified chaperonin ATPase assay, HTRF ADP detection, 30 min; activity change, % (no concentration beside the values), hits read low; 360,000 compounds, 0.3% hits; in the data active means activity change below about -30%; further: on the % scale 0 is the no-effect control and ±100 the full control effect
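TRiC (40 or 20 nM final, by batch activity) in 30 mM Tris pH 7.4, 100 mM KCl, 5 mM MgCl2, 1 mM DTT was treated with compound at 76 uM single dose, then 10 uM ATP, 30 min at 37 °C. ADP was read by HTRF Transcreener.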
PLK1 PBD block = PLK1 (human) polo-box domain binding inhibition; P53350; 360,000 compounds, 2.8% hits; AID 720504; Plk1 PBD binding of FITC phosphopeptide, fluorescence polarization; Potency, µM, inactives show max response, negative = inhibition, usual class: inhibitors; further: potency means the concentration at half of the fitted maximal effect; series mostly up to about 57 µM; on the % scale 0 is the no-effect control and ±100 the full control effect; nearly all actives have a fitted effect of over 65% in size
Target sequence (P53350 whole entry, looked up, the tested form may be a part): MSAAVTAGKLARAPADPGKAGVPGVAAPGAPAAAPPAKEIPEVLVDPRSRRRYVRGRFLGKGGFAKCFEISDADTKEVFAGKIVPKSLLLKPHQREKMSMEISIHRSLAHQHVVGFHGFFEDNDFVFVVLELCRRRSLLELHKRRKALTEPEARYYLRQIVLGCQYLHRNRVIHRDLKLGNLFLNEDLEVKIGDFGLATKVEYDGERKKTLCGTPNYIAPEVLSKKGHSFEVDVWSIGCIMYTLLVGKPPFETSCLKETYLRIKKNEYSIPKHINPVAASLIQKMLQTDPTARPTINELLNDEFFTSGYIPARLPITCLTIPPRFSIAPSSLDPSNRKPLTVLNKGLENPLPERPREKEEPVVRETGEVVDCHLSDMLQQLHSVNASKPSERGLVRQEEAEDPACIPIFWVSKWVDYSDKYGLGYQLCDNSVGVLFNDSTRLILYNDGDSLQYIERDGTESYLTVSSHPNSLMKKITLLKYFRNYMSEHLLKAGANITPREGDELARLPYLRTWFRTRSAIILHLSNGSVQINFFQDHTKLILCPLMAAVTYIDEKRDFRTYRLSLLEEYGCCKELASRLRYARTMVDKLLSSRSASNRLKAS
The depositor's hits bear a star; ? = inconclusive; . = no result given; & = joins results of further samples; [ ] = dose if it differs, or a comment. Unless noted, the call rests on the fitted dose curve; in most records, active means well fitted curve in the direction sought with a large enough effect; inconclusive means small, poorly fitted or top-dose-only effect, or another doubt; inactive means no such curve, though single readings can be large; an effect the other way counts as inactive or inconclusive.

The opening three entries as a preview:
SMILES	Mm-Cpn inhibitor	WRN inhibitor	EPAC1 antag	EPAC1 agonist	EPAC2 antag	PI5P4K alpha inh	CCT modulator	PLK1 PBD block
Cc1cccc(N2C(=O)C3C4CC(C(Br)C4Br)C3C2=O)n1 (stereo not given)	1%	2%	11%	7%	-1%	0	-2.2	-8%
Cc1ccc([N+](=O)[O-])c(OCCCN2C(=O)NC(C)(C)C2=O)c1	4%	-5%	-6%	-12%	2%	-3	0.8	2%
C[C@H](CO)N1C[C@H](C)[C@@H](CN(C)C(=O)Nc2ccccc2)Oc2c(NC(=O)Nc3ccc4c(c3)OCO4)cccc2C1=O	0%	-3%	-3%	-16%	6%	-3	-0.1	0%

The whole of this part, repeating the preview:
SMILES	Mm-Cpn inhibitor	WRN inhibitor	EPAC1 antag	EPAC1 agonist	EPAC2 antag	PI5P4K alpha inh	CCT modulator	PLK1 PBD block
Cc1cccc(N2C(=O)C3C4CC(C(Br)C4Br)C3C2=O)n1 (stereo not given)	1%	2%	11%	7%	-1%	0	-2.2	-8%
Cc1ccc([N+](=O)[O-])c(OCCCN2C(=O)NC(C)(C)C2=O)c1	4%	-5%	-6%	-12%	2%	-3	0.8	2%
C[C@H](CO)N1C[C@H](C)[C@@H](CN(C)C(=O)Nc2ccccc2)Oc2c(NC(=O)Nc3ccc4c(c3)OCO4)cccc2C1=O	0%	-3%	-3%	-16%	6%	-3	-0.1	0%
CCN(CC(=O)Nc1ccccc1C(F)(F)F)C(=O)CCc1c(C)[nH]c(=O)c(C#N)c1C	-1%	-11%	-14%	4%	-8%	-1	-6.2	-4%
CCCCN(C=O)c1c(CC)nc2c(OCc3ccc(S(C)(=O)=O)cc3)cccn12	.	9%	-26%	-2%	-7%	-16	-0.5	-23%
CC(C)c1ccc(/C=N/Nc2ccc(C(=O)O)cc2)cc1	1%	10%	3%	-8%	-16%	0	0.9	?
COc1ccc(S(=O)(=O)N2CCC(C(=O)NC3CCCC3)CC2)cc1C	3%	-5%	-8%	5%	1%	0	0.8	-6%
Cc1cccc(-c2nnc(-c3cccc4ccccc34)o2)c1	.	-15%	-10%	7%	-7%	21	1.8	0%
COc1cccc(OCC(Cn2cnc3ccccc32)OC(C)=O)c1 (stereo not given)	-18%	0%	-9%	1%	-6%	0	-2.8	3%
Cc1ccc(NC(=O)Cc2ccc(Cl)cc2)cc1S(=O)(=O)N1CCCCCC1	-11%	-12%	-17%	10%	-4%	7	0.6	-3%
O=C(N/N=C/c1ccc([N+](=O)[O-])s1)C(O)c1ccccc1 (stereo not given)	0%	-3%	-23%	5%	1%	-1	-0.8	-9%
NC(=O)c1ccc(NC(=O)CCCc2nc(-c3ccccc3Cl)no2)cc1	4%	-7%	-4%	7%	-7%	.	-1.9	-7%
CSCC[C@H](NC(=O)NCc1ccccc1F)C(=O)O	-1%	-3%	-4%	1%	-21%	3	-0.6	-7%
COC(=O)C1=C(C)NC(C)=C(C(=O)OCCN(C)Cc2ccccc2)C1c1cccc([N+](=O)[O-])c1 (stereo not given)	-1%	-11%	-20%	-10%	-17%	8	-0.4	-9%
O=C(NCCc1cccnc1)C1CCC(=O)N(CCc2cccc(F)c2)C1 (stereo not given)	-11%	-20%	-20%	-2%	-23%	3	0.0	-3%
c1ccc(COCC2CCNCC2)cc1	4%	20%	12%	-7%	7%	2	1.0	-11%
COc1ccc(NC(=O)COc2ccc(C)nc2[N+](=O)[O-])cc1S(N)(=O)=O	1%	-2%	-3%	3%	1%	-1	0.4	-7%
Nc1nc2nn(-c3ccccc3)nc2c(=O)[nH]1	3%	-1%	10%	-20%	2%	-13	-0.6	0%
CC1(C)NC(=O)N(CCCCOc2ccc(Br)cc2Cl)C1=O	-7%	-12%	0%	8%	-8%	-3	-8.7	-3%
Cc1cc(=O)oc(C)c1C(=O)OCC(=O)c1ccc(Cl)c(Cl)c1	1%	-14%	-3%	7%	0%	.	-2.6	-3%
CC(=O)c1cnc2nc(SCc3ccc(C)cc3)nn2c1C	2%	-2%	-26%	-1%	1%	-5	0.5	24µM*
O=C(O)/C=C/C(=O)Nc1cc(F)ccc1F	-11%	9%	-3%	8%	5%	2	-0.7	-6%
O=C(CSc1n[nH]c(-c2ccco2)n1)N1c2ccccc2Sc2ccccc21	-3%	-22%	-19%	2%	-1%	0	-0.9	-18%
COc1ccc(-c2nc(S(=O)(=O)c3ccc(C)cc3)c(N3CCCC3)o2)cc1	0%	0%	8%	-1%	12%	?	-0.8	?
CCOc1ccc2nc(NCCCNS(=O)(=O)c3ccc(F)cc3)c(C#N)cc2c1	.	5%	7%	22%	3%	.	-0.5	-9%
Cc1ccc(S(=O)(=O)N(CC(O)CN2C(=O)NC(C)(C)C2=O)c2cccc(C)c2)cc1 (stereo not given)	1%	-8%	-8%	1%	-1%	2	-0.8	-13%
O=c1cc(CO)occ1OCc1cccc(F)c1	2%	8%	-8%	4%	1%	.	-1.4	-2%
CC(C)c1ccc(OCC(=O)Nc2ccncc2)cc1	0%	10%	4%	5%	-6%	2	-0.7	-14%
O=C(CNS(=O)(=O)c1ccccc1)OCc1cccc([N+](=O)[O-])c1	0%	-3%	-1%	-5%	0%	-3	2.6	1%
COc1ccc(NC(=O)/C=C/c2ccccc2)cn1	2%	8%	-19%	4%	2%	10	-0.4	2%
CCS(=O)(=O)N1Cc2ccccc2CC1C(=O)N(C)CC(=O)Nc1ccc(OC)cc1 (stereo not given)	0%	-5%	0%	7%	0%	2	-0.2	-5%
O=C(NCc1ccccn1)c1coc(=O)c(Br)c1	-2%	-6%	5%	2%	-1%	-11	-2.5	-11%
COC(=O)c1nn(-c2ccccc2)c(Sc2ccc(Br)cc2)c1/C=N/O	0%	4%	1%	2%	-15%	-6	-4.0	-3%
CCCCC(=NCCc1c(C)[nH]c2ccc(OC)cc12)C1=C(O)CC(c2ccccc2)CC1=O (stereo not given)	2%	-12%	-11%	7%	-1%	7	0.1	-2%
O=C1CNc2ccc(C(=O)N3CCN(c4ccccn4)CC3)cc2N1	-4%	-4%	-13%	14%	-1%	-7	0.2	24µM*
CCOc1ccc(NC(=O)CSc2nc3nc4c(cc3c(=O)n2CC)COC(C)(C)C4)cc1	1%	2%	-1%	1%	12%	1	-0.1	-9%
CC1CN(C(=O)c2ccccc2Nc2ccc(SC(F)F)cc2)CC(C)O1 (stereo not given)	0%	0%	-16%	0%	2%	9	0.7	0%
CCc1c(C)sc(NC(=O)c2cc(C3CC3)on2)c1C#N	0%	3%	-7%	-14%	4%	2	-1.7	?
C[C@H]1CN([C@@H](C)CO)C(=O)c2cc(-c3ccccc3F)cnc2O[C@H]1CN(C)C(=O)C1CCOCC1	.	3%	2%	-12%	1%	2	-0.9	-21%
Nc1ncnc2c1ncn2[C@@H]1O[C@H](CNC(=O)[C@@H]2CCCN2S(=O)(=O)c2ccc(F)cc2)[C@@H](O)[C@H]1O	5%	9%	6%	-22%	-2%	4	0.6	?
CCOC(=O)C1(CCc2ccccc2)CCN(Cc2c(O)cccc2OC)CC1	0%	4%	5%	7%	-12%	3	-0.2	-11%
Cc1cccc(C)c1NS(=O)(=O)c1c(C(=O)N2CCCCC2)c(C)n(C)c1C	0%	4%	7%	-9%	-3%	3	-1.1	-11%
CC(C)Oc1ccc(S(=O)(=O)N2CCCCC2)cc1NC(=O)CN1C(=O)NC(C)(C2CC2)C1=O (stereo not given)	2%	-24%	-13%	-1%	-1%	-3	-0.7	-6%
CCOC(=O)c1c(C)oc2c1c(C(c1cccnc1)N1CCCCC1)c(O)c1ccccc12 (stereo not given)	-4%	-16%	-5%	12%	-4%	1	0.9	12µM*
Cc1c(OC(C)C(=O)NCc2ccccn2)ccc2c3c(c(=O)oc12)CCCC3 (stereo not given)	-1%	-2%[57.1 µM]	?	-1%	-6%	3	-1.6	-6%
CCNC(=S)N/N=C/c1ccco1	0%	8%	-13%	-1%	-1%	-1	-1.9	-8%
Cc1ccsc1C(=O)Nc1ccc(C(=O)O)cc1	-2%	3%	3%	5%	-2%	-9	-5.3	-12%
O=C(c1cccc(N2C(=O)C3C4C=CC(C4)C3C2=O)c1)N1CCN(c2ccc(F)cc2)CC1 (stereo not given)	1%	-11%	?	-4%	-1%	-1	-0.3	-5%
N#C/C(=N\O)c1nc(-c2ccccc2)cs1	1%&0%	-9%&14%	5%&8%	-8%&-2%	16%&2%	0	1.7&-2.2	-6%&-6%
CC(C)C(NC(=O)c1ccco1)C(=O)OCC(=O)NCCc1ccccc1 (stereo not given)	1%	5%	-6%	-8%	2%	-2	-2.7	-10%
O=C1C2C3c4ccccc4C(c4ccccc43)C2C(=O)N1Cc1ccccn1 (stereo not given)	-2%	-3%	-13%	-2%	-3%	2	-2.1	-7%
O=C(CCN1C(=O)c2ccc([N+](=O)[O-])cc2C1=O)Nc1nccs1	-7%	8%[57.1 µM]	7%	-6%	2%	-4	-0.1	-20%
CCNC(=S)N/N=C(\C)c1ccc(Cl)s1	0%	-4%	-17%	0%	16%	2	-2.9	0%
O=C1C(=O)N(c2nccs2)C(c2ccccc2F)/C1=C(\O)c1ccc2c(c1)OCCO2 (stereo not given)	-12%	-4%	1%	3%	-10%	-11	-1.1	-18%
COCc1nnc(NC(=O)C2CC(=O)N(C3CCCC3)C2)s1 (stereo not given)	-7%	7%	6%	2%	9%	2	1.2	?
COc1cc(C)ccc1OCCOCCOc1ccc([N+](=O)[O-])cc1	1%	-5%	-10%	10%	-2%	-7	-3.2	-13%
CC(=O)Nc1cccc(/C(C)=N/Nc2ccc(S(=O)(=O)Nc3ccccc3C(=O)O)cc2[N+](=O)[O-])c1	.	?	50µM*	-14%	?	-72*	-1.5	24µM*
O=C(O)c1cncc(SCc2ccccc2)n1	.	-5%	-9%	2%	0%	6	-0.2	3%
CC1(C(=O)NS(=O)(=O)c2cccc(OC(F)F)c2)CCN1C(=O)c1ccccc1 (stereo not given)	.	6%	10%	-6%	28%	-12	-1.4	-2%
Cc1ccc2cccc(NC(=S)NC(=O)c3c(Br)cnn3C)c2n1	-11%	-3%	-3%	-14%	1%	-1	2.9	-11%
O=C(CN1C(=O)C(=O)N(Cc2ccccc2)C1=O)c1ccc[nH]1	-2%	6%	6%	9%	6%	-12	-2.3	-3%

This is a subset; count on the stated rates, not on these rows.
